# Growth percent in the NCI-60 one-dose screen (48 h, 10 µM unless noted): 100 = growth as untreated, 0 = no growth, -100 = all killed.
# BT-549: BT-549 breast cancer | hit rate 4.4% among 78,000 | AID 1794793
# MDA-MB-231: MDA-MB-231 breast cancer. hit rate 5% among 81,000. AID 1794789
# MDA-MB-468: MDA-MB-468 breast cancer | AID 2202374 | hit rate 8.5% among 78,000
# MCF7: MCF7 breast cancer; hit rate 6.3% among 82,000; AID 1794796
# T-47D: T-47D breast cancer; hit rate 5% among 79,000
# K-562: K-562 leukemia; hit rate 7.4% among 78,000; AID 1794777
# LOX IMVI: LOX IMVI melanoma. hit rate 7.4% among 79,000. AID 1794757
# HS 578T: HS 578T breast cancer; AID 1794788; hit rate 4.1% among 78,000
# * = called active by the depositor; x = no result given; & = joins results of further samples. Rule for the calls: active = growth percent below 10; inactive = the rest.
SMILES,BT-549,MDA-MB-231,MDA-MB-468,MCF7,T-47D,K-562,LOX IMVI,HS 578T
COc1cccc2cc(-c3cc4ccccc4[nH]3)c(=NC(=O)c3ccc(Cl)cc3)oc12,63,54,75,73,x,40,75,71
O=c1cc(/C=N\Nc2nc(-c3ccc(Cl)cc3Cl)cs2)c2cc(Cl)ccc2o1,97,83,102,78,70,84,90,101
O=C(CNCCN1CCOCC1)N1c2cccc3cccc(c23)N(C(=O)CNCCN2CCOCC2)C1c1cn(-c2ccccc2)nc1-c1cccc([N+](=O)[O-])c1,90,54,36,37,78,-21*,54,69
O=C(/C=C/c1cccc(O)c1)Oc1ccc(/C=C/c2cc(OC(=O)/C=C/c3cccc(O)c3)cc(OC(=O)/C=C/c3cccc(O)c3)c2)cc1,102,86,104,86,76,86,98,81
O=C(O)c1ccc(CNc2ccc(C(=O)CCl)cc2)cc1,96,104,64,32,58,92,78,87
O=C1C=C(O)CC2(CCCCC2)C1,104,101,103,92,98,95,98,94
O=C1C=CC(=O)C(SCC(O)CO)=C1 (stereo not drawn),108,116,110,108,104,105,99,x
COC(=O)[C@H]1[C@H]2C[C@@H]3c4[nH]c5cc(OC)ccc5c4CCN3C[C@H]2C[C@@H](OC(=O)CC(C)=O)[C@@H]1OC,106,98,120,97,98,101,94,102
O=C1OC2CC1(O)CC(O)C2O (stereo not drawn),109,110,92,100,103,103,99,90
O=C(Nc1ccccc1)C1CN(Cc2cccnc2)CCS1 (stereo not drawn),96,99,88,94,84,92,99,91
Cn1c(=O)c2[nH]c(Cc3cccc4ccccc34)nc2n(C)c1=O,101,83,87,84,66,68,81,88
CON1C(=O)CC[C@]2(C)[C@H]3CC[C@@H]4[C@H]5[C@H]6OC(=O)[C@@]5(CCC6(C)C)CC[C@@]4(C)[C@]3(C)CC[C@H]2C1(C)C,109,93,100,96,111,109,97,90
CN1CCN(Cc2nnc(CCC(=O)c3nc4ccccc4[nH]3)o2)CC1,104,80,119,85,84,82,96,104
O=C(COc1ccc(/C=C2\Oc3ccccc3C2=O)cc1)Nc1nc2c(s1)CCCC2,-14*,22,x,82,87,21,-57*,69
O=C(NCCCCCCNC(=O)NCc1ccco1)NCc1ccco1,94,108,99,99,97,112,101,114
CCOC(=O)N1CCN(CC(=O)Nc2nc(-c3cc4ccccc4oc3=O)cs2)CC1,75,87,81,93,73,73,98,87
O=C(Nc1ncc(Cc2cccc(C(F)(F)F)c2)s1)c1ccc(-n2cnnn2)cc1,68,97,17,29,45,21,47,79
COc1ccc2c(c1)O/C(=C\c1cccc(OCC(=O)Nc3nc4c(s3)CCCC4)c1)C2=O,105,66,x,86,58,25,-100*,84
CN(C)Cc1cc(Cl)cc(CN(C)C)c1O,114,113,102,99,108,98,x,x
O=C1NCCN1/N=C/c1c(Cl)n(Cc2ccc(Cl)cc2)c2ccccc12,79,74,x,85,113,65,73,90
CCC(=O)Oc1ccc(C(CN(C)C)OC(=O)C(c2ccccc2)c2ccccc2)cc1OC(=O)CC (stereo not drawn),101,86,98,104,97,100,105,104
O=C(O)CNC1=C(Cl)C(=O)c2ccccc2C1=O,87,83,109,82,78,93,84,124
O=S(=O)(OCCCCCCOS(=O)(=O)c1ccc(F)cc1)c1ccc(F)cc1,74,82,98,78,56,124,76,99
O=C(O)[C@H]1/C(=C/CO)O[C@@H]2CC(=O)N21,99,104,101,x,100,93,92,106
COc1cc(/C=C/C(=O)c2cc(OC)c(OC)c(OC)c2)ccc1Oc1nc(Nc2ccc(F)cc2)nc(N(C)C)n1,-90*,-60*,-40*,2.3*,26,2.4*,x,16
CCCCCN(C(=O)CCC)c1ccccc1,100,101,93,103,104,103,108,92
COc1cc(-c2nc3ccc(C(=O)c4ccccc4)cc3[nH]2)ccc1OCC(=O)N=Nc1c(O)[nH]c2ccccc12,x,105,67,77,83,87,99,100
CCCCCCCCCCCCCCCCN(C(C)c1ccccc1)S(=O)(=O)c1ccc(OC)c(N)c1 (stereo not drawn),x,122,119,96,113,90,92,126
CCOC(=O)c1ccc2n1CCc1cnc(Nc3ccccc3)nc1-2,92,71,94,55,x,79,90,89
O=C(O)CCC(=O)/C=C/c1ccc([N+](=O)[O-])cc1,118,111,113,94,99,x,103,105
CCCn1c(=C(C#N)C#N)s/c(=C(/N)O)c1=N,113,102,x,109,107,121,94,100
O=C1CCC(=O)N1c1ccccc1Cl,116,103,105,98,194,90,94,95
O=C(O)c1ccccc1C(=O)Nc1ccc(Cl)cc1,x,104,120,103,87,69,64,132
COc1ccc2nc(-c3nonc3-n3cccc3)[nH]c2c1,99,104,x,94,97,120,88,102
CN1CCC(O)CC1,106,115,x,100,114,96,100,121
CC(=O)c1ccc(-n2ccc(C(F)(F)F)n2)cc1,111,100,107,98,108,95,100,104
O=C1/C=C/[C@@H](O)[C@@H]2C[C@@H](O)C[C@H]2/C=C/CCC[C@H](CCO)O1,8.1*,-83*,-55*,-17*,-18*,18,-61*,29
O=c1[nH]c2cc(Cl)c(Cl)cc2n2cc3ncccc3c12,109,89,0.9*,30,49,65,82,99
C=CCOC(=O)[C@H](C)NC(=O)[C@@H]1CCCN1C(=O)CNC(=O)C(C)(C)C,98,105,106,x,101,84,105,105
CC(=O)OC1C=CN(C(C)=O)C(SC(C)(C)C)C1(C)O (stereo not drawn),109,106,104,97,107,96,98,99
CCC1CCC(C)N(COC(=S)S)C1 (stereo not drawn),109,x,96,100,107,x,119,106
O=C1Nc2ccccc2/C1=N/N=C/c1cccs1,100,88,79,55,83,59,89,90
O=c1oc(NC2CCCCC2)c(N(Cc2ccccc2)Cc2ccccc2)c2ccccc12,117,93,92,94,81,79,76,102
c1cncc(-c2nnc3sc(-c4ccc5c(c4)OCCO5)nn23)c1,100&102,104&108,97&97,87&91,84&109,103,105&107,107&110
O=C(/C=C/c1sc(Cl)nc1Cl)c1ccc2c(c1)OCO2,94,96,89,74,92,31,11,84
Cc1cc(C)n2nc(NC(=O)c3ccccc3)c(C#N)c2n1,110,90,116,94,99,100,94,97
O=C(CN1CCN(c2cc(=O)[nH]c3ccc(F)cc23)CC1)Nc1nc(-c2ccc(Cl)cc2)cs1,73,83,49,60,27,55,63,66
COc1ccc(NC(=S)/N=c2\oc3c(OC)cccc3cc2-c2cc3ccccc3[nH]2)cc1,90,42,82,81,x,81,77,36
C/C=C(/C)C(=O)O[C@@H]1[C@H](OC(C)=O)[C@@]2(CO)C(CC1(C)C)C1=CCC3[C@@]4(C)CC[C@H](O[C@@H]5O[C@H](C(=O)O)[C@@H](O[C@@H]6O[C@H](CO)[C@@H](O)[C@H](O)[C@H]6O)[C@H](O)[C@H]5O[C@@H]5O[C@H](CO)[C@@H](O)[C@H](O)[C@H]5O)[C@](C)(CO)C4CC[C@@]3(C)[C@]1(C)C[C@H]2O (stereo partly drawn),85,73,103,x,83,88,72,85
N#Cc1c(-c2ccc(Br)cc2)nc2n[nH]c(-c3ccc(Br)cc3)c2c1-c1ccc(F)cc1,107,x,110,79,75,76,x,x
O=C(O)CNc1ccc(O)cc1,102,98,97,93,103,101,99,102
CCOC(=O)N/N=C/c1ccc([N+](=O)[O-])cc1,91,103,111,92,86,94,100,117
O=C(/C=C/C(=O)N1CCc2ccccc2C1)N1CCc2ccccc2C1,x,104,x,88,176,100,99,100
O=c1c2cccc3c(-c4ccc5c(c4)ncn5C4CCCCC4)ccc(c32)c2nc3ccccc3n12,76,56,45,39,37,73,82,x
CCCCCCN(CCCCCC)C(C)=O,115,111,116,102,102,108,103,104
COc1cc2oc(-c3cccc(C(=O)Nc4ccc(C)cc4)c3)cc(=O)c2c(O)c1OC,52,x,85,88,x,75,78,64
COc1ccc(/C=c2\c(=O)n(-c3ccccc3)c3nn4c(n23)=NNCC(=O)C4)cc1,100,95,116,102,x,118,95,102
CN(C)CC1C2CCC(C2)C1O (stereo not drawn),109,106,112,102,103,102,94,123
COc1cc(/C=C2\CN(S(=O)(=O)c3ccccc3)C/C(=C\c3cc(CN4CCCC4)c(O)c(OC)c3)C2=O)cc(CN2CCCC2)c1O,33,-33*,-32*,5.4*,32,8.4*,-75*,34
O=C(C1=CNC(=S)NC1c1ccc(Cl)cc1)c1cc2ccccc2oc1=O (stereo not drawn),91,92,86,x,89,97,96,91
# Carrying on.
SMILES,BT-549,MDA-MB-231,MDA-MB-468,MCF7,T-47D,K-562,LOX IMVI,HS 578T
O=C(N/N=C/c1ccccc1O)c1ccccc1Nc1ccnc(C(F)(F)F)c1,30,40,-18*,8.2*,19,18,7.9*,34
COc1ccc(-c2cnc3sc(C(=O)NN)c(C)n23)cc1,95,87,96,86,97,113,94,112
COCCOC(=O)NC(=O)Nc1ccc(C(=O)c2ccc(Cl)cc2)cc1,38,50,-8.2*,20,16,12,37,32
COc1ccc(-c2nnc3ccc(N/N=C/c4ccc(C)cc4)nn23)cc1,x,65,89,57,76,x,24,29
COc1ccc(C2=C(c3cc(OC)c(OC)c(OC)c3)C(=O)CC2)cc1,28,17,4.5*,16,61,21,20,6.1*
CCCCCCCCCC[N+](C)(C)N,84,101,55,98,97,72,x,92
COc1ccc(/C=N/NC(=O)c2nn(-c3ccc(S(N)(=O)=O)cc3)c3nc(C)cc(=O)n23)cc1,113,110,100,95,100,98,97,89
CC(=O)Nc1ccc(-c2cc3c(NCc4ccc(C(F)(F)F)cc4)ncnc3s2)cc1,76,69,74,64,47,56,49,87
CC(C)c1cccc(C(C)(C)C)n1,116,106,121,106,96,101,91,114
Cn1c(=O)c2[nH]c(CN)nc2n(C)c1=O,116,126,117,103,117,113,101,x
O=C(O)c1cccc2c(=O)c3ccccc3n(CC(O)CN3CCCC3)c12 (stereo not drawn),395,112,96,82,97,99,99,75
CN1CCc2cc(O)c(O)cc2C1Cc1ccc(O)c(O)c1 (stereo not drawn),113,108,97,110,106,107,105,126
COc1ccc(S(=O)(=O)N2CC3(COC3)C2)cc1NC(=O)c1[nH]c(C)c2c1CCCCC2=O,73,47,22,22,37,45,17,27
N[C@H]1C[C@@H](C(=O)O)CC1=C(C(F)(F)F)C(F)(F)F,116,108,112,101,101,95,100,116
S=C(S)N(Cc1ccccc1)Cc1ccccc1 (tested in a mixture with another compound),71,59,60,36,42,19,x,75
COc1cc(CCCO)c(OC)c(OC)c1OC,107,109,104,104,99,104,98,102
C=C1C(=O)O[C@H]2[C@H]1CC/C(COC(=O)NCc1cc[nH]c1)=C\CC[C@@]1(C)O[C@@H]21,56,35,17,35,70,17,32,63
Nc1nc(F)nc2c1ncn2C1OC(COP(=O)(O)O)C(O)C1O (stereo not drawn),101,109,104,89,100,127,95,107
N#Cc1c(-c2ccccc2)cc(-c2ccccc2)n(Cc2ccccc2)c1=O,91,95,114,81,76,90,x,93
COc1cc(/C=C/C(=O)c2cccc(-n3cc(-c4ccccc4)[nH]c3=O)c2)ccc1O,44,90,x,17,63,21,19,71
CCOC(=O)CCC(NC(=O)OCc1ccccc1)C(=O)NNC(=O)OC(C)(C)C (stereo not drawn),101,101,116,87,89,x,97,113
Oc1ccc(Cc2ccc(Cl)cc2)c(O)c1,177,92,101,114,101,x,92,119
NS(=O)(=O)c1ccc(N=Nc2c(O)[nH]c3c(F)cccc23)cc1,110,97,98,95,101,98,92,104
COC(=O)[C@@H]1CC[C@H](C)c2ccc(C)nc2C1,118,105,113,98,103,106,x,104
CC(=O)CC1CCCCCC1,105,105,112,91,99,x,102,101
Cc1ccccc1C(=O)NCc1ccccc1,102,94,113,95,75,110,98,91
Clc1nc(Cl)nc(-c2ccccc2)n1,91,106,108,95,99,96,101,110
CC1(C)CC[C@]2(C(=O)N3CCNCC3)CC[C@]3(C)C(=CC[C@@H]4[C@@]5(C)CCC(=O)C(C)(C)[C@@H]5CC[C@]43C)[C@@H]2C1,106,112,105,99,102,109,96,104
O=C1c2cccc3cccc(c23)C(=O)N1Nc1nc(N2CCCCC2)nc(N2CCOCC2)n1,81,70,107,78,96,99,91,76
O=C(c1ccccc1)C(C(C(=O)c1ccccc1)N1CCOCC1)N1CCOCC1 (stereo not drawn),113,100,97,99,x,93,91,109
CC1(C)C2CCC13CC(=O)OC3C2 (stereo not drawn),x,108,112,85,119,101,103,113
CC/C(Cc1ccc(O)cc1)=N\N=C(N)N,105,114,110,95,108,109,105,x
